pAkt inh = blocks phosphorylation of Akt | Neuro2A IGF-stimulated pAkt S473 HTRF, 20 min; stronger effect = lower value | activity change, % for hits at 50 µM | 0.32% of 360,000 active | AID 651550; in the data active = activity change below about -80%; inconclusive = mostly about -51% to -80%; note: % is set by controls: 0 for no effect and ±100 for the full control effect
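Single-point screen (50 µM final compound) in Neuro2A cells stimulated 20 min with 6 nM IGF at 37 deg C. After lysis, Ser473-phosphorylated Akt read by HTRF (ex 330 nm, em 615/665 nm) as the 665/615 ratio.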
D3 ag = activates the human D3 dopamine receptor; max activation, %; D3R DiscoveRx beta-arrestin cells, luminescence, 90 min; 0.58% of 410,000 active; in the data active = max activation above about 30%; note: 0% is about no effect; mostly tested at two doses, the higher about 12 µM
Target sequence (P35462 whole entry, looked up): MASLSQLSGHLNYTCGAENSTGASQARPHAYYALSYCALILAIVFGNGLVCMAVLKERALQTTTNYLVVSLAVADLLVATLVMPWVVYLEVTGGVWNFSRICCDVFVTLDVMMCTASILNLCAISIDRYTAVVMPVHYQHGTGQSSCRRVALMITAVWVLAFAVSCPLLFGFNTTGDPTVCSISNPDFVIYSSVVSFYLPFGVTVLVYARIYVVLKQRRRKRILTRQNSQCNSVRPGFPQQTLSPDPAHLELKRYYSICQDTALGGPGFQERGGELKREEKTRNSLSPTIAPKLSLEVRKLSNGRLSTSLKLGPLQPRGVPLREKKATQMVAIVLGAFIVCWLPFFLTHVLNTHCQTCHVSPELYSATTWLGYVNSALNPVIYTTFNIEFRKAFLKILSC
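Agonist-mode cell screen: cells plated at 1500/well and incubated overnight at 37 °C, then exposed to library compounds for 90 min at 37 °C. Detection reagent was added for 30–60 min at room temperature, and luminescence was read.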
CCT modulator = modulators of cytosolic chaperonin (CCT/TRiC) activity | purified chaperonin ATPase assay, HTRF ADP detection, 30 min | activity change, % (no concentration beside the values), hits read low | 0.3% of 360,000 active; in the data active = activity change below about -30%; note: % is set by controls: 0 for no effect and ±100 for the full control effect
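Nucleotide hydrolysis assay: TRiC at 20–40 nM final (set by batch activity) with 10 uM ATP, 30 min at 37 °C, in presence of 76 uM compound. Detection by competitive ADP HTRF, 30 min ambient.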
D3 antag = D3 dopamine receptor (human) antagonism; max response, negative = inhibition, %; AID 652054; D3R cells, DiscoveRx beta-arrestin luminescence, antagonist mode; stronger effect = lower value; 2.5% of 360,000 active; in the data active = max response below about -50%; inconclusive = no clear call, values can overlap the other calls; note: % is set by controls: 0 for no effect and ±100 for the full control effect; mostly tested at two doses, the higher about 12 µM
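Cells plated overnight at 1500 cells/well, then exposed to library compounds with dopamine controls for 90 minutes at 37 degrees C. DiscoveRx reagent added for 30–60 minutes at room temperature; luminescence read, quantitative HTS format.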
MmCpn inh = blocks the Methanococcus maripaludis chaperonin Mm-Cpn; purified Mm-Cpn ATPase, ADP Transcreener TR-FRET; Potency, µM (titrated, usually from 76.9 µM), for the others: at the highest dose activity, negative = inhibition, hits mostly inhibitors; 0.031% of 330,000 active; AID 504842; note: potency is the fitted concentration of half-maximal effect; % is set by controls: 0 for no effect and ±100 for the full control effect; nearly all actives have a fitted effect of over 80% in size
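ATP (10 uM final) was added to archaeal chaperonin (25 nM final) after 10 min exposure to test compound at 37°C; after 30 min further incubation, ADP was detected by competitive TR-FRET.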
EPAC2 antag = EPAC2 (human) antagonism | EPAC2 GEF exchange of Rap1B-BODIPY-GDP, fluorescence | 0.18% of 360,000 active | Potency, µM (titrated, usually from 114 µM), without a hit: top-dose activity, negative = inhibition, most hits filed as inhibitors | AID 720708; note: potency is the fitted concentration of half-maximal effect; % is set by controls: 0 for no effect and ±100 for the full control effect; nearly all actives have a fitted effect of over 45% in size; many of its hits are not listed in these tables
EPAC2 ag = activates human EPAC2 exchange factor. 0.079% of 360,000 active. Potency, µM (titrated, usually from 154 µM), for the others: top-dose activation, actives largely listed as activators. AID 720711. Q8WZA2. EPAC2 activation, biochemical qHTS; response scale: 100% = 6.5 mM cAMP response; note: potency is the fitted concentration of half-maximal effect; nearly all actives have a fitted effect of over 50% in size
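Setup: EPAC2 100 nM, labeled Rap1B complex 250 nM, free GDP 50 uM. Compound titrations pinned in, brief spin, 5 min room temperature incubation. Kinetic fluorescence read over 30 min, normalized to 6.5 mM cAMP.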
PTHR1 ag = PTHR1 (human) receptor agonism; Potency, µM (series often up to 115 µM), inactives show at the highest dose activation, hits mostly activators; AID 743266; Q03431; HEK293 GP2 PTHR1 cells, GloSensor cAMP luminescence, 1 h; 0.075% of 410,000 active; note: potency is the fitted concentration of half-maximal effect; nearly all actives have a fitted effect of over 55% in size; some results filed as inactive show a strong effect at the top dose; inactives centre near -15; many of its hits are not listed in these tables
Target sequence (Q03431 whole entry, looked up): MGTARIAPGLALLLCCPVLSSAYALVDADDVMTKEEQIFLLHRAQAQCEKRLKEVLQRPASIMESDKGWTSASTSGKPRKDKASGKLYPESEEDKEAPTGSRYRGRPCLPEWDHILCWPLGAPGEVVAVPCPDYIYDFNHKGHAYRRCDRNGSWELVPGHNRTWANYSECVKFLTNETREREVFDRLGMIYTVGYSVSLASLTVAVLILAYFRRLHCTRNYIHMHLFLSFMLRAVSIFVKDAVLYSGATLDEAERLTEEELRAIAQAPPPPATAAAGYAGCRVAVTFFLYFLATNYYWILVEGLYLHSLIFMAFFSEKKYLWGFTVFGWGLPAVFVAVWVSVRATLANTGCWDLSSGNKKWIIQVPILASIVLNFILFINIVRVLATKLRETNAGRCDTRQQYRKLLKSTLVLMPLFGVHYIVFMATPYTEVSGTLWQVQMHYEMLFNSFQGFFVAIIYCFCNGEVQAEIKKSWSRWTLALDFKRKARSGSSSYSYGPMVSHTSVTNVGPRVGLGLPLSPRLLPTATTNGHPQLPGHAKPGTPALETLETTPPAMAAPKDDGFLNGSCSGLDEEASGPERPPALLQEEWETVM
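HEK-293-derived GP2 cells expressing PTHR1 and a GloSensor cAMP reporter, 3,000/well, plated overnight, given luciferin plus IBMX (each 0.5 mM as added) for 1 h at 37 °C, then compound for 1 h at 37 °C. Luminescence was read after 15 min at room temperature.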
An asterisk follows results filed as active; i = inactive; ? = inconclusive; · = not tested or not shown; [ ] = remark or other dose. Unless noted, calls come from the whole dose curve; as a rule, active = well fitted curve in the direction sought with a large enough effect; inconclusive = small, poorly fitted or top-dose-only effect, or another doubt; inactive = no such curve, though single readings can be large; an effect the other way counts as inactive or inconclusive.

1	C[C@]12CCC(=O)C=C1CC[C@@H]1[C@@H]2[C@@H](O)C[C@]2(C=O)[C@@H](C(=O)CO)CC[C@@H]12
2	CCn1c(SCC(=O)Nc2ccc3c(c2)OCCO3)nnc1-c1c[nH]c2ccccc12
3	Cc1ccc(S(=O)(=O)Nc2ccc(C(=O)NCCCN3CCOCC3)cc2)cc1[N+](=O)[O-]
4	CCc1ccc(OC(C)C(=O)Nc2ccccc2C(=O)N2CCOCC2)cc1 (configuration not stated)
5	COc1ccc(S[C@@H](CCN2CC[C@H](C)CCC2=O)c2ccccc2)cc1

assay / compound,1,2,3,4,5
pAkt inh,i,i,i,i,i
D3 ag,15,5,5,-6,-19
CCT modulator,0.9,-1.6,1.0,-2.7,3.3
D3 antag,-6,25,1,0,5
MmCpn inh,-4%,1%,1%,-3%,1%
EPAC2 antag,5%,-2%,0%,-15%,-28%
EPAC2 ag,5%,13%,8%,9%,-2%
PTHR1 ag,-22%,-36%[inhibitor],i,11%,-92%[inhibitor]

6	O=C(CC1SC2=NCCN2C1=O)Nc1ccccc1 (configuration not stated)
7	C=CCOC(=O)/C=C/C(=O)NC(N)=O
8	O=C(c1ccc(Cl)cc1[N+](=O)[O-])N1CCN(c2ccccn2)CC1
9	CCOC(=O)CSc1ncc(-c2ccccc2)nn1
10	O=C(O)c1c(F)c(F)c(F)c(F)c1-c1ccc(Cl)cc1

assay / compound,6,7,8,9,10
pAkt inh,i,i,i,·,i
D3 ag,7,2,-3,-4,0
CCT modulator,-0.6,-0.9,1.0,-2.3,-2.7
D3 antag,34,25,19,-13,13
MmCpn inh,2%,3%,-2%,0%,-3%
EPAC2 antag,4%,29%,4%,1%,3%
EPAC2 ag,5%,-4%,2%,12%,9%
PTHR1 ag,i,-87%[inhibitor],i,-5%[57.5 µM],-13%[57.5 µM]

11	Nc1c(C(=O)NCc2ccco2)c2nc3ccccc3nc2n1CCc1ccc(F)cc1
12	COc1ccccc1-c1cccc(-c2nc(C(=O)Nc3nccs3)cc3c2[C@@H](CCO)N(C(C)=O)C3)c1
13	CN(C)c1ccc(CNC(=O)c2cc(S(=O)(=O)N3CCOCC3)cn2C)cc1
14	O=C(O)CSC12CC3CC(C1)CC(C(=O)O)(C3)C2
15	CC(C)(C)NC(=O)C(=O)NNC(=O)C12CC3CC(CC(C3)C1)C2

assay / compound,11,12,13,14,15
pAkt inh,i,i,i,i,i
D3 ag,-8,-13,3,-2,-18
CCT modulator,0.2,0.1,-0.8,-0.6,1.6
D3 antag,-63*,20,10,21,2
MmCpn inh,-6%,·,0%,4%,0%
EPAC2 antag,-22%,4%,-1%,3%,1%
EPAC2 ag,-5%,11%,6%,0%,-5%
PTHR1 ag,-38%[inhibitor],18%,-23%,i,-21%

16	O=C(NC1CCCc2ccccc21)c1ccc(S(=O)(=O)N2CCOCC2)cc1 (configuration not stated)
17	CSc1ccc(CN2CCC(C)(Oc3ccc(C(C)=O)cc3)C2)cc1 (configuration not stated)
18	Cn1cc(/C=C2/SC(=O)N(CC(=O)Nc3ccc4c(c3)OCO4)C2=O)c2ccccc21
19	O=C(O)c1cn(-c2ccccc2)nc1-c1ccc(F)cc1
20	CCOc1ccc(S(=O)(=O)N2CCN(C(=O)Cc3ccc(S(=O)(=O)N4CCOCC4)s3)CC2)cc1

assay / compound,16,17,18,19,20
pAkt inh,i,i,i,i,i
D3 ag,3,-9,0,6,-4
CCT modulator,0.8,0.9,-3.3,-0.4,-0.8
D3 antag,8,-69*,-84*,9,0
MmCpn inh,2%,·,-1%,3%,-11%
EPAC2 antag,-1%,1%,2%,0%,-8%
EPAC2 ag,4%,8%,12%,0%,12%
PTHR1 ag,-15%,-9%,-13%,i,-16%

21	Cc1ccc(Cl)cc1NC(=S)N1CCCCCC1
22	Cc1cc(C)n(-c2nc3c(c(=O)[nH]c(=O)n3C)n2C)n1
23	CCOC(=O)c1c(C)[nH]c(C(=O)N2CCN(c3ccc(OC)cc3)CC2)c1C
24	O=C(N/C(=C/c1ccco1)C(=O)N1CCCCCC1)c1ccccc1
25	CCOCCCNC(=O)C1CCN(S(=O)(=O)CC)CC1

assay / compound,21,22,23,24,25
pAkt inh,i,·,i,i,i
D3 ag,3,-5,-3,0,-12
CCT modulator,2.1,-3.0,2.4,-2.7,1.4
D3 antag,2,?,-15,0,-10
MmCpn inh,-2%,1%,0%,2%,0%
EPAC2 antag,3%,11%,7%,-2%,4%
EPAC2 ag,7%,-1%[15.6 µM],0%,12%,6%
PTHR1 ag,i,i,-15%,-1%,i

Whole records as entered above.
O=C(O)c1c(F)c(F)c(F)c(F)c1-c1ccc(Cl)cc1 reads pAkt inh = i; D3 ag = 0; CCT modulator = -2.7; D3 antag = 13; MmCpn inh = -3%; EPAC2 antag = 3%; EPAC2 ag = 9%; PTHR1 ag = -13%[57.5 µM]
CSc1ccc(CN2CCC(C)(Oc3ccc(C(C)=O)cc3)C2)cc1 (configuration not stated) reads pAkt inh = i; D3 ag = -9; CCT modulator = 0.9; D3 antag = -69*; MmCpn inh = ·; EPAC2 antag = 1%; EPAC2 ag = 8%; PTHR1 ag = -9%

Following part
26	CCCCc1c(-c2ccccc2OC)ncn1CCc1cccc(OC)c1
27	Cc1ccc(NC(=O)CCN2C(=O)C3CCCCC3C2=O)cc1[N+](=O)[O-] (configuration not stated)
28	Cc1ccc(NC(=O)C2CC(c3ccc(F)cc3)=NO2)cc1 (configuration not stated)
29	CC(=NCc1ccco1)c1c(O)n(C2CCCCC2)c(=O)[nH]c1=O
30	Cc1ccc(C(=O)Nc2scc(-c3ccccc3)c2C(=O)O)o1

assay / compound,26,27,28,29,30
pAkt inh,i,i,i,i,i
D3 ag,5,-13,12,1,-2
CCT modulator,-1.5,-53*,-0.3,-1.4,-3.4
D3 antag,4,-4,11,?,-11
MmCpn inh,·,-3%,0%,1%,-2%
EPAC2 antag,?,1%,6%,-6%[57.1 µM],-11%
EPAC2 ag,9%,-1%,5%,12%,0%
PTHR1 ag,-23%,i,i,-30%[57.5 µM],-7%

Structures listed so far that contain an aryl thioether with sulfur outside any ring, in the order listed:
2	CCn1c(SCC(=O)Nc2ccc3c(c2)OCCO3)nnc1-c1c[nH]c2ccccc12
5	COc1ccc(S[C@@H](CCN2CC[C@H](C)CCC2=O)c2ccccc2)cc1
9	CCOC(=O)CSc1ncc(-c2ccccc2)nn1
17	CSc1ccc(CN2CCC(C)(Oc3ccc(C(C)=O)cc3)C2)cc1 (configuration not stated)

assay / compound,2,5,9,17
pAkt inh,i,i,·,i
D3 ag,5,-19,-4,-9
CCT modulator,-1.6,3.3,-2.3,0.9
D3 antag,25,5,-13,-69*
MmCpn inh,1%,1%,0%,·
EPAC2 antag,-2%,-28%,1%,1%
EPAC2 ag,13%,-2%,12%,8%
PTHR1 ag,-36%[inhibitor],-92%[inhibitor],-5%[57.5 µM],-9%

An excerpt from above, reduced to EPAC2 ag:
nr	SMILES	EPAC2 ag
30	Cc1ccc(C(=O)Nc2scc(-c3ccccc3)c2C(=O)O)o1	0%
29	CC(=NCc1ccco1)c1c(O)n(C2CCCCC2)c(=O)[nH]c1=O	12%

Next section
31	CC(C)[C@H](NC(=O)C1CCN(C(=O)[C@H](Cc2ccccc2)NC(=O)OC(C)(C)C)CC1)C(=O)O
32	N#Cc1cc2ccc(N3CCOCC3)cc2cc1C#N
33	Cc1ccc2nc(NCc3ccccc3)[nH]c2c1
34	OCC[C@@H]1C[C@@H](O)[C@H](O)[C@]2(Cc3ccccc3CCO2)O1
35	Cc1ccc(NC(=O)Cn2nnc(C(=O)NCc3ccco3)c2N)cc1

assay / compound,31,32,33,34,35
pAkt inh,i,i,i,i,i
D3 ag,-3,11,-8,16,0
CCT modulator,-3.8,-0.7,0.3,-2.2,1.4
D3 antag,-26,29,-7,9,14
MmCpn inh,1%,-4%,1%,1%,0%
EPAC2 antag,-3%,6%,15%,6%,6%
EPAC2 ag,8%,17%,11%,2%,0%
PTHR1 ag,-13%,-1%,-16%,-25%,i

36	CN(Cc1ccn[nH]1)C(=O)C1CCC(=O)N(Cc2cccc(C(F)(F)F)c2)C1 (configuration not stated)
37	Cc1cnc(NS(=O)(=O)c2ccc(Cl)cc2)c(Br)c1
38	CC1(C)OC(C)(C)/C(=C/Nc2ccccc2)C1=O
39	Cn1c(=O)c2cc(NC(=S)NC3CC3)ccc2n1Cc1ccccc1
40	Cc1noc(NC(=O)c2c(-c3c(Cl)cccc3Cl)noc2C)c1[N+](=O)[O-]

assay / compound,36,37,38,39,40
pAkt inh,·,i,i,i,i
D3 ag,-4,-7,0,3,4
CCT modulator,1.7,1.1,-2.0,-3.0,-1.1
D3 antag,-9,2,23,18,4
MmCpn inh,1%,0%,1%,·,-6%
EPAC2 antag,9%,-1%,5%,6%,-14%
EPAC2 ag,-1%,1%,-5%,9%,0%
PTHR1 ag,i,i,-17%,-44%[inhibitor],-42%[inhibitor]

41	COc1cccc(CNCC(=O)N2C(C)CCCC2C)c1 (configuration not stated)
42	Cc1nonc1NC(=O)c1oc2ccc(F)cc2c1C
43	COc1cccc(C(C)NC(=O)c2c(F)cccc2Cl)c1 (configuration not stated)
44	CC(C)CN1CCN(Cc2nc3ccccc3s2)CC1CCO (configuration not stated)
45	Cc1cc(C(=O)N/N=C/c2c[nH]c3ccccc23)cs1

assay / compound,41,42,43,44,45
pAkt inh,i,·,i,i,i
D3 ag,-23,4,4,4,-2
CCT modulator,-2.8,1.2,0.4,-0.2,0.2
D3 antag,20,19,2,12,-3
MmCpn inh,2%,-2%,1%,-3%,3%
EPAC2 antag,11%,-2%,8%,10%,4%
EPAC2 ag,7%,10%,0%,1%,5%
PTHR1 ag,i,i,i,i,i

46	COc1cc(C(=O)Nc2cc(C(F)(F)F)ccc2Cl)cc(OC)c1OC
47	Cc1cc(NC(=O)C(=O)c2c(C)[nH]c3ccccc23)no1
48	CC(=O)c1cccc(N(CC(=O)Nc2ccc(F)cc2F)S(C)(=O)=O)c1
49	OCCC1CN(Cc2cccn2-c2cccnc2)CCN1Cc1ccc(F)cc1 (configuration not stated)
50	Cc1cc(-c2nsc(=O)o2)c(S(C)(=O)=O)s1

assay / compound,46,47,48,49,50
pAkt inh,i,i,i,i,·
D3 ag,3,-3,2,7,-1
CCT modulator,-6.1,-3.9,0.8,0.6,-0.1
D3 antag,-4,-7,-12,24,-13
MmCpn inh,-2%,-1%,·,1%,0%
EPAC2 antag,-1%,2%,12%,-5%,-3%
EPAC2 ag,0%,0%,6%,4%,8%
PTHR1 ag,-5%,-10%,-12%[57.5 µM],i,i

Only part of the results is shown, so the mix of outcomes need not match the whole.
